# Screening results deposited in PubChem by several laboratories.
# DSG3 Ab inh = inhibitors of pemphigus antibody binding to DSG3, primary screen, biochemical, bead-based, flow cytometry, scFv-GFP. AID 588358, 2011. Desmoglein-3 (Homo sapiens), P32926. actives 0.48% (n = 310,000). binding (percent of control), % at 10 µM. DSG3-coupled beads, scFv-anti-DSG3-GFP binding; stronger effect = lower value;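 active means binding more than 3 SD below its plate's average and above zero; inconclusive means below that plate limit but binding exactly zero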;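 further: hits lower antibody fragment binding to DSG3; some compounds called inactive have numbers as strong as hits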
# Target sequence (P32926 whole entry, looked up, the tested form may be a part): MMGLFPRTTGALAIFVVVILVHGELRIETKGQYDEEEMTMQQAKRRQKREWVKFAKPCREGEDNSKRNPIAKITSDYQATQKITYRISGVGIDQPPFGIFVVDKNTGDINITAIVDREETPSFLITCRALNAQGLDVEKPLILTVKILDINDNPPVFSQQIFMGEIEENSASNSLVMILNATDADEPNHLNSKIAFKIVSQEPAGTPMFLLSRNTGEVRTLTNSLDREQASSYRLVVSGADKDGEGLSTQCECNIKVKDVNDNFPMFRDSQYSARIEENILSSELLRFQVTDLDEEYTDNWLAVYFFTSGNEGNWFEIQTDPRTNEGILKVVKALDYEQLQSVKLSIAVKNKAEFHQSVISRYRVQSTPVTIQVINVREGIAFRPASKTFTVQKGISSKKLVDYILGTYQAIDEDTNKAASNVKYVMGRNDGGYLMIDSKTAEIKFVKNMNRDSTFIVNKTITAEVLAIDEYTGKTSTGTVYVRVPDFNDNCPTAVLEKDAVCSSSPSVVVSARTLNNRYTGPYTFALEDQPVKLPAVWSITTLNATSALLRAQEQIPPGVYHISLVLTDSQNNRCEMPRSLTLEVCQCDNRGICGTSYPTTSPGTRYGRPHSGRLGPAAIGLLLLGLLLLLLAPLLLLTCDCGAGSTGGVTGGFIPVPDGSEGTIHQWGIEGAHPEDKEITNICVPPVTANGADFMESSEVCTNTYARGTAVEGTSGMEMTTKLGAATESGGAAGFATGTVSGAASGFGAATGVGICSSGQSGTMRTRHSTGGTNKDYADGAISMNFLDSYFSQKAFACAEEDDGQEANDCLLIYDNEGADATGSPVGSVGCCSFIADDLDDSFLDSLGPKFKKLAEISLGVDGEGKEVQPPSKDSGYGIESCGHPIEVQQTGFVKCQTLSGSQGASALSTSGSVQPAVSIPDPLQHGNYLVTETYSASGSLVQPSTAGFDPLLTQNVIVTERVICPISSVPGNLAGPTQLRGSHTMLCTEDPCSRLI
# phage Ecoli inh = growth loss of phage-infected E. coli, primary screen, RecBCD inhibitor project, absorbance, with phage, HTS; actives 0.26% (n = 360,000); inhibition, % at 11.9 µM; AID 651602, 2012; in the data active means inhibition above about 11%
# PKA-R1A activ = activators of PKA-R1A holoenzyme, primary screen, biochemical, fluorescence polarization, Cy5-IP20, bovine R1A, mouse PKAc; activation, % at 11.4 µM; PKA-R1A dissociation; scaled: DMSO 0%, 113 µM cGMP 100%; AID 504707, 2011; actives 0.083% (n = 340,000); cAMP-dependent protein kinase type I-alpha regulatory subunit (Bos taurus) + …;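 active means percent activation above the mean of all tested compounds plus 3 SD, cut at about 19% in these data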;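 further: higher means more PKAc released from R1A so a rise in polarization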
# Tat transport = E. coli Tat export inhibitors, primary screen, MC4100, TorA-mCherry reporter, fluorescence, single point; inhibition, % at 10 µM; actives 0.036% (n = 340,000);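 active means mean replicate inhibition at least 50% and at least half of replicates individually reaching 50%; inconclusive means only one of the two criteria met; inactive means neither criterion met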;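 further: exported cargo escapes ClpAP degradation while cytoplasmic cargo is degraded and loses fluorescence; 0% = median of neutral control wells and 100% = median of NaSCN control wells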
# OPRM1-OPRD1 inv = inverse agonists of MOR-DOR heterodimerization, primary screen, cell-based, luminescence; AID 504357, 2011; Mu-type opioid receptor (Homo sapiens) + Delta-type opioid receptor (Homo sapiens), …; actives 0.21% (n = 340,000); cell-based MOR-DOR heterodimer luminescence, inverse agonism; inhibition, % at 9.3 µM; in the data active means inhibition above about 22%, passing the limit was not always enough;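 further: 0% = cells with DMSO and 100% = wells without cells with DMSO; values of inactives mirror those of a sister screen read the other way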
# Ecoli viability = E. coli V3065 growth inhibition, primary screen, counter-screen for AddAB inhibitor project, absorbance, OD600; 18 h; inhibition, % at 11.9 µM; actives 0.27% (n = 330,000);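 active means inhibition above the campaign's mean inhibition across all tested compounds plus 3 SD, cut at about 9.9% in these data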;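 further: uninfected addAB+ strain grown without phage in ampicillin broth; 0% = DMSO wells and 100% = ciprofloxacin 0.95 µg/ml wells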
# Arrestin-AP2 inh = inhibitors of beta-arrestin/AP2 binding, primary screen, biochemical, GPCR trafficking, flow cytometry. inhibition, % at 10 µM. FITC-arrestin peptide / GST-AP2 beads; AP2 beta2 appendage carries R879A mutation. AID 504490, 2011. actives 0.31% (n = 340,000);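 active means inhibition above a set limit, near 3 SD of compounds lacking own fluorescence, cut at about 54% in these data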;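 further: plate controls were DMSO wells for no effect and 5 µM unlabelled arrestin peptide for full effect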
#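 System: GST-AP2 R879A bound to glutathione beads, E. coli-expressed. Also added: 50 nM FITC-arrestin peptide. Schedule: compound with beads 12 min RT, then probe 1 h RT. Signal: bead flow cytometry, FITC channel. Read-out basis: percent response.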
# Mot1-301 SUMO = yeast Mot1-301 growth rescue at high temperature, primary screen, SUMOylation pathway inhibitor project, S. cerevisiae, ATP luminescence, 38.5C | growth rescue, % at 18.8 µM | S. cerevisiae Mot1-301 growth rescue; percent above DMSO median, 100 means doubled | AID 2716, 2010 | actives 1% (n = 320,000);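 active means every valid replicate shows activation above 250% relative to neutral control wells; inactive means the rest, any valid replicate at or below 250%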;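 further: OY570 slx delta 5 strain wells were the positive control but not used for scaling; some compounds called inactive have numbers as strong as hits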
# PfHsp90 set2 = growth inhibition of PfHsp90-expressing yeast, primary screen, antimalarial PfHsp90 inhibitor project, S. cerevisiae, BacTiter-Glo luminescence, single point, set 2 | BacTiter-Glo ATP, 48 h; yeast lacking PDR1 and PDR3 efflux regulators | inhibition, % at 9.4 µM | actives 0.32% (n = 310,000);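 active means every replicate shows inhibition above about 80%, whatever the replicate mean, limit read from the data; inconclusive means mean inhibition reaches the set limit but some replicate falls short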;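 further: 0% = DMSO neutral controls and 100% = 20 µM radicicol positive controls; yeast relying on Plasmodium falciparum Hsp90 in place of its own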
# MOR-DOR ag = agonists of OPRM1-OPRD1 heterodimerization, primary screen, cell-based, luminescence. actives 0.3% (n = 340,000). AID 504326, 2011. cells. Mu-type opioid receptor (Homo sapiens) + Delta-type opioid receptor (Homo sapiens), …. activation, % at 9.3 µM; in the data active means activation above about 18%;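 further: 0% = vehicle-treated cells and 100% = reference agonist; values of inactives mirror those of a sister screen read the other way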
# AddAB inh = growth inhibition of E. coli expressing H. pylori AddAB, primary screen, AddAB inhibitor project, absorbance | AID 435030, 2010 | actives 0.29% (n = 330,000) | inhibition, % at 11.9 µM; in the data active means inhibition above about 12%;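 further: 0% = vehicle wells of infected cells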
# Numbers without * were called inactive; i = inactive; ? = inconclusive; · = no result given; & = joins results of further samples.
SMILES,DSG3 Ab inh,phage Ecoli inh,PKA-R1A activ,Tat transport,OPRM1-OPRD1 inv,Ecoli viability,Arrestin-AP2 inh,Mot1-301 SUMO,PfHsp90 set2,MOR-DOR ag,AddAB inh
CC(=O)c1ccc(NC(=O)Cn2c3ccccc3c3nc(=O)cc(C)n32)cc1,90,2.1,-2,-3,14,2.7,-5,37,-11,-2.7,1.3
COCCCN(CC(=O)Nc1ccc(F)cc1)S(=O)(=O)c1cccs1,·,4.2,7,7,11,2.8,-2,-3,-25,-2.6,2.0
CCCCn1c(N)c(N(CCOC)C(=O)CSc2nnc(C)n2-c2ccc(OC)cc2)c(=O)[nH]c1=O,104,-1.8,-6,-4,-4,-1.2,-7,-2,-2,0.8,0.2
CCOC(=O)c1ccccc1NC(=O)c1ccc2nccnc2c1,94,5.5,3,-5,8,-2.4,45,·,-7,-1.8,-1.0
COc1cc(/C=C2/SC(=O)N(Cc3ccccc3Cl)C2=O)ccc1OCc1ccncc1,105,3.0,2,6,9,2.3,5,-18,-6,-1.6,-0.2
Cc1nnc(NC(=O)CSc2nnc3c(n2)[nH]c2ccc(Br)cc23)s1,115,0.6,-1,-2,-17,-0.3,17,105,7,2.0,4.2
COCC(=O)N(c1ccccc1)C(C)C(=O)OC (centres undefined),86,4.9,3,-1,11,-2.8,-1,-4,·,-1.8,1.0
Cc1ccc(-n2ncc3c(NCCCOC(C)C)ncnc32)c(C)c1,108,3.1,12,3,0,-1.4,1,-8,-1,-0.1,2.3
CCn1cc(C(=O)NCc2ccco2)c(=O)c2cc(S(=O)(=O)N3CCc4ccccc4C3)ccc21,101,1.6,13,0,3,-1.3,14,-10,2,-0.6,-0.5
O=S(=O)(NCc1ccco1)c1ccccc1Br,107,4.2,-10,-7,6,-0.8,2,-11,3,-0.9,2.3
CC(=O)Nc1ccc2nc(C3CCCCC3)[nH]c2c1,109,3.4,8,-6,16,1.5,-6,-33,-5,-2.9,3.5
CCOc1ccc(NC(=O)CN(C)C(=O)C2CCCO2)cc1OCC (centres undefined),105,1.1,1,-4,-6,·,7,·,·,0.9,·
O=C(CCSc1ccc(Cl)cc1)NN=C1CCCCCC1,81,3.7,-10,-4,18,-1.3,28,-10,10,-3.5,1.4
COc1ccc(-c2n[nH]c(=S)n2/N=C/C=C\c2ccccc2OC)cc1,·,0.7,7,-3,-22,-1.4,26,9,-51,4.6,2.6
Cc1cccc2sc(NNC(=O)c3ccc(S(=O)(=O)N4CCCC(C)C4)cc3)nc12 (centres undefined),101,4.7,1,-1,-75,4.7,20,1,-57,13,0.8
O=C(CCN1CCCCC1c1cccnc1)NCc1ccccc1 (centres undefined),113,-0.2,8,-5,2,-0.6,2,0,9,-0.6,2.3
COc1ccc(CCNC(=O)c2c(O)c3ccccc3n(C)c2=O)cc1,128,3.2,-4,-6,5,4.7,-14,10,-3,-0.9,8.3
Cc1ccccc1NC(=O)Cc1nnc(SCC(=O)NC2=NCCS2)n1C,106,1.5,-8,0,6,2.1,18,24,0,-1.1,2.0
COc1ccc(C2N=C(c3ccccc3)NO2)cc1OC (centres undefined),115,1.9,-3,-1,-10,-2.9,8,-7,15,1.6,-1.1
C#CCNC(=O)C1=C[C@H](c2csc3ccccc23)[C@@H](CCCO)[C@H](OCC)O1,108,-2.0,6,?,14,2.9,2,-5,9,-2.6,3.4
Cc1n[nH]c(C)c1C(=O)CC1(O)C(=O)N(CCc2ccccc2)c2ccc(Br)cc21 (centres undefined),100,1.5,10,7,7,1.1,-2,8,·,-1.4,1.6
CCN(CC)C(=O)COc1ccc(/C(C)=N/NC(=O)c2ccccc2Br)cc1,96,2.0,-8,0,14,-0.3,-14,364,-15,-2.7,1.2
O=C(NN1CC(C(=O)OCc2ccc(Br)cc2)CC1=O)c1ccccc1 (centres undefined),117,2.4,-1,-7,-15,-0.8,4,190,-3,3.6,-1.3
CCSc1nc2sc3c(c2c(=O)[nH]1)CC(C)(CC)OC3 (centres undefined),103,2.4,-12,-1,-4,-1.5,-2,-6,·,0.7,2.2
c1ccc(NCCSc2nc3ccccc3s2)cc1,90,1.4,9,4,-9,·,30,·,2,1.8,·
CCOc1ccccc1N(CC)C(=O)Cn1ncc2c(=O)oc3ccccc3c21,110,3.6,-5,0,4,-0.4,3,9,14,-0.7,0.0
O=C(N/N=C/c1ccc(N2CCOCC2)o1)c1cccc([N+](=O)[O-])c1,103,0.4,5,-4,-17,2.3,9,-17,10,3.1,-0.8
Cc1cc2occ(CC(=O)NC3=NCCS3)c2cc1C(C)C,101,-1.4,-11,2,8,-2.8,26,18,6,-1.6,-0.9
CCC(C(=O)NC(C)(C)C)N(C(=O)Cn1nnc(-c2ccccc2F)n1)c1cccc2c1CCCC2 (centres undefined),97,3.7,-8,1,15,0.7,7,153,·,-2.9,0.3
N#Cc1c(Nc2ccccc2)sc(C(=O)c2ccccc2)c1N,107,4.0,-14,-3,5,-0.9,3,-14,1,-0.9,1.4
COC(=O)c1cc(Br)ccc1-c1ccc(/C=N/n2nnnc2N)o1,89,2.7,-4,-4,-7,0.7,27,28,-8,1.3,1.3
O=C(Nc1ccc(S(=O)(=O)N2CCCCC2c2cccnc2)cc1)c1c(F)cccc1F (centres undefined),86,3.9,-6,-2,1,1.8,-2,-2,-22,-0.2,2.5
CCCN1C2CCCC1CC(NC(=O)NC13CC4CC(CC(C4)C1)C3)C2 (centres undefined),116,-0.5,-3,-8,3,-0.6,4,-7,17,-0.5,2.0
Cc1cc(NC(=O)CN2CCN(c3ccc(O)cc3)CC2)no1,100,-0.2,-12,-1,1,1.4,-9,75,·,-0.2,0.7
COc1ccccc1N1CCN(C(=O)c2sc3nc(C)nc(N4CCN(c5ccccn5)CC4)c3c2C)CC1,104,-0.7,-1,11,i,-0.6,0,-18,12,109*,3.3
O=Cc1c(OCc2ccccc2)ccc2ccccc12,95,3.2,2,1,-4,-0.5,10,11,-40,0.8,4.9
Cc1nc2ccc(NC(=O)[C@H](C)N3C(=O)C4CC=CCC4C3=O)cc2s1 (some centres undefined),·,4.0,-1,-2,10,-0.3,-7,17,-23,-2.4,1.5
Cc1c(OC(C)C(=O)N2C[C@H]3C[C@@H](C2)c2cccc(=O)n2C3)ccc2c3c(c(=O)oc12)CCC3 (some centres undefined),104,2.6,-13,6,5,-1.3,19,-5,-32,-1.0,-2.4
CN(C)C(CNC(=O)c1ccccc1OCc1ccc(Cl)cc1)c1ccco1 (centres undefined),94,-0.5,-5,-1,-13,-0.7,17,-6,10,2.6,2.0
COc1ccc2cc3[n+](cc2c1OC)CCc1cc2c(cc1-3)OCO2,110&107,-1.3&0.8,-12&9,0&-6,-18&-35,-1.9&-1.0,1&-4,-8&-2,-3&2,3.4&6.3,-2.1&4.4
Cn1c(Oc2ccc(F)cc2)c(C=O)c2ccccc21,82,0.8,-13,-3,-5,1.3,4,-11,7,1.1,3.6
O=[N+]([O-])c1ccccc1N/N=C/c1ccccc1,91,2.1,-6,2,1,-2.2,15,-2,-18,-0.1,-0.8
CC(=O)c1sc2c(c1OC(=O)c1ccc(Cl)cc1)c(=O)n(-c1ccccc1)c(=S)n2-c1ccccc1,86,3.5,-7,0,16,·,-1,·,-21,-3.6,·
CCCNC(=O)C(Cc1ccc(OC)cc1)NC(=O)c1ccc(Cl)cc1 (centres undefined),99,2.5,-2,-2,6,0.7,-12,-16,11,-1.3,0.1
CCCc1cc(=O)oc2cc(C)cc(OCC(=O)NCCN3CCOCC3)c12,105,-1.7,5,-5,11,2.3,-7,-1,-12,-2.2,1.5
CCOc1cc(-c2noc(N)c2C#N)cc(OCC)c1OCC,·,0.3,-6,-1,-69,-2.4,-5,21,6,11,1.3
O=C(Nc1ccc(Cl)cc1)Nc1nnc(CSCc2ccccc2)s1,88,1.9,2,-5,-19,0.3,3,-7,-3,3.2,2.1
CCCCN(C)C(=S)Nc1ccc(Oc2ccccc2)cc1,103,4.8,-8,-2,7,-2.8,-2,3,6,-1.5,1.6
Cc1ccccc1NC(=O)CCCCCN1C(=O)[C@@H]2Cc3ccccc3CN2C1=O,96,0.6,-2,1,15,2.1,-4,4,4,-2.8,0.4
Cc1nnc(Nc2ccc(F)cc2)c2ccccc12,99,-2.5,3,-7,3,2.2,-15,10,-27,-0.5,4.7
COc1ccc(-c2[nH]ncc2CNC(C)CCn2cccn2)cc1F (centres undefined),104,3.1,4,2,12,1.7,16,109,10,-2.4,1.0
CCS(=O)(=O)Nc1cccc(C2=NN(C(=O)c3ccco3)C(c3ccco3)C2)c1 (centres undefined),102,1.0,-1,0,-6,2.0,23,-15,-9,0.7,4.1
O=C(Nc1ccc(F)cc1F)c1cc(-c2ccco2)nc2ccccc12,92,0.6,-11,3,-6,-1.8,1,5,-10,0.8,-0.3
CC(C)[C@@H](COc1ccccc1)N1CCN(Cc2ccccc2)CCC1=O,102,2.3,5,5,-17,-0.8,8,6,·,3.1,-0.6
Cc1c(C(=O)N2CCN(CC(=O)Nc3ccccc3Cl)CC2)oc2ccc(Br)cc12,97,1.2,-11,9,13,0.3,-2,5,·,-3.2,0.4
COC(=O)c1ccccc1NC(=O)CSc1nc(O)cc(=O)n1C1CCCC1,102,-0.3,-13,-1,3,-2.2,11,-3,22,-0.5,4.3
CSc1nsc(SCC(=O)Nc2cccc(NC(C)=O)c2)n1,·,3.2,12,2,4,2.0,17,-8,0,-0.6,3.7
CCN=C1SC(C(=O)NCCc2ccccc2)CC(=O)N1CC (centres undefined),105,2.7,3,-6,4,1.0,6,605,7,-0.7,2.4
